# High-throughput results (PubChem BioAssay)
# Lipid storage S3: qHTS Assay for Lipid Storage Modulators in Drosophila S3 Cells | Drosophila S3 cells, BODIPY lipid droplet fluorescence, 18-24 h; cells fed with added oleic acid | lipid storage change, negative = inhibition, % at the top dose, mostly 46.1 µM; hits show Potency in µM | actives 0.64% (n = 320,000); active = well fitted inhibition curve with a large enough effect in the signal ratio, with a control signal flat, not every such curve was filed as active; inconclusive = small, poorly fitted or top-dose-only effect, or effect the other way, or a change in a side signal; the % refers to the signal ratio
#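 Laser-scanning cytometry quantifies lipid droplet accumulation (500–530 nm total intensity; droplet/cell object ratio) in oleic acid-fed (400 uM added) Drosophila S3 cells treated with a concentration series. 20 uM Triacsin C defined 100% inhibition.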
# Lipid storage S3 cell count max: second read-out of Lipid storage S3, no call of its own (marks repeat the call); cell number change, %; measured here: cell count max response;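 cells counted by Cell Tracker Red CMTPX staining in the red channel; peak over a dose series mostly up to 46.1 µM; percent activity relative to internal control wells on each plate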
# * hit, by the source's call; i = inactive; ? = inconclusive; nt = not tested or not shown. % is scaled to controls: 0 for no effect and ±100 for the full control effect; potency is read from the fitted curve at half-maximal effect. This is a subset; count on the stated rates, not on these rows.
# Below each SMILES – Lipid storage S3, Lipid storage S3 cell count max
1	Cc1ccc(-n2nc3c(=O)n(CCCC(=O)NCc4ccccc4Cl)nc(C)c3c2C)cc1
→ ?, nt
2	O=C(OCCN1CCOCC1)c1ccc(OCCN2CCOCC2)cc1
→ ?, nt
3	Cn1c(=O)c2cc(S(=O)(=O)NCCC(=O)NCc3ccccc3Cl)ccc2n(C)c1=O
→ 16%, -13
4	Cc1ccc(NC(=O)/C(C#N)=C/c2ccccc2C(F)(F)F)cc1
→ ?, nt
5	Cc1ccccc1-c1nc(CN2CCC(C(=O)NCCCN3CCCC3)CC2)c(C)o1
→ ?, nt
6	CCOc1ccc(CCNS(=O)(=O)c2c(C)n[nH]c2C)cc1OCC
→ -5%, 5
7	C/C(=N\NC(=O)CN1CCN(Cc2ccccc2)CC1)c1ccncc1
→ 8%, 17
8	COc1ccc(N/C(N)=N/c2nc(C)c(Cc3ccccc3)c(=O)[nH]2)cc1
→ -19%, nt
9	Cn1/c(=N\NC(=O)c2ccccc2Cl)sc2ccccc21
→ ?, nt
10	OC(CNCc1ccccc1)(c1ccc(F)cc1)c1ccc(F)cc1
→ 14%, -3
11	N#CC(c1nc2ccccc2nc1N1CCCCC1)S(=O)(=O)c1ccc(Cl)cc1 (stereo not given)
→ i, 14
12	CCOc1ccccc1NC(=O)CSc1nc(N)c(C#N)cc1C#N
→ 18%, 1
13	CCC(=O)Nc1ccc(NC(=O)c2ccc3ccccc3c2)cc1
→ i, 9
14	O=S(=O)(c1ccccc1)N1CCC(O)(CSc2ccc(Cl)cc2)CC1
→ ?, nt
15	O=C(CSCc1ccccc1)N1CCN(S(=O)(=O)c2ccc(F)cc2)CC1
→ ?, nt
16	CN=C1SC(CC(=O)Nc2sc3c(c2C#N)CCCC3)C(=O)N1C (stereo not given)
→ 1%, -14
17	CC1=C(C(=O)OCCCBr)C(c2ccc3c(c2)OCO3)NC(=O)N1 (stereo not given)
→ -29%, -5
18	CCN1C(=O)C(Cc2nc3ccccc3c(=O)n2C)c2ccccc21 (stereo not given)
→ ?, nt
19	COc1ccc(NC(=O)CN(C)C(=O)c2cc(-c3ccncc3)nc3ccccc23)cc1
→ ?, nt
20	Cc1ccc2cc(-c3noc(C4CCCO4)n3)c(=O)[nH]c2c1 (stereo not given)
→ ?, nt
21	COCCNC(=O)/C(C#N)=C1\N=C(N)c2ccccc21
→ ?, nt
22	O=C(NNC(=O)C1CC1c1ccccc1)Nc1ccccc1 (stereo not given)
→ -6%, -11
23	Cc1ccc(S(=O)(=O)c2cc3c(=O)n4ccccc4nc3n(C)c2=N)cc1C
→ 8%, 7
24	COCC1CCCN(Cc2cn(-c3ccccc3)nc2-c2ccc3c(c2)OCO3)C1 (stereo not given)
→ i, -5
25	Clc1ccc(-c2nn3c(-c4cccc(Cl)c4)nnc3s2)cc1
→ ?, nt
26	O=S(=O)(c1ccccc1)n1cc(-c2ccccn2)c(N2CCOCC2)n1
→ -1%, -8
27	CCC(=O)N(C)CCc1cc2c(c(OC)c1/C=N/NC(=O)c1ccc(Br)cc1)OCO2
→ ?, nt
28	COc1ccccc1P(=O)(c1ccccc1)c1ccccc1
→ i, -2
29	CC1(C(=O)Nc2cccc3ccccc23)CC1(Br)Br (stereo not given)
→ -4%, 2
30	Cc1sc2ncn(CC(=O)NCc3ccco3)c(=O)c2c1-c1ccc(F)cc1
→ 12%, 2
31	Cc1ccc(-c2c(C(=O)N(C)Cc3ccccc3)oc(=O)c3ccccc23)cc1
→ 20%, 19
32	O=C1c2cccc3cccc(c23)C(=O)N1CCN1CCN(C(=S)Nc2ccc(F)cc2)CC1
→ ?, nt
33	COc1cc(/C=C2\C(=O)N(c3ccc(S(N)(=O)=O)cc3)N=C2C)ccc1OC(=O)c1ccco1
→ 7%, 6
34	COC(=O)CSc1ccc(S(=O)(=O)N2CCC(C)CC2)cc1[N+](=O)[O-]
→ ?, nt
35	COC(=O)c1[nH]c2ccc(F)cc2c1NC(=O)CCN1CCN(C(=O)c2ccco2)CC1
→ 24%, -14
36	CCCCCCN(C(=O)CCCCCN1C(=O)NC(c2ccc([N+](=O)[O-])cc2)C(C(=O)OCc2ccccc2)=C1C)C(C(=O)NCCCC)c1ccc(OCC(=O)OC)c(C(=O)OC)c1 (stereo not given)
→ 9%, 0
37	O=C(NNC(=S)NC1CCCCC1)c1cccc(S(=O)(=O)Nc2ccccc2Cl)c1
→ 8%, -13
38	C=CCn1c(N)cc(=O)nc1SCC(=O)N1CCN(c2ccc(F)cc2)CC1
→ ?, nt
39	CCOC(=O)CN(C)C(=O)CCc1nnc(-c2ccc(-c3ccccc3)cc2)o1
→ ?, nt
40	CN(C)CCOCCOc1ccccc1-c1ccccc1
→ -7%, -10
41	COc1cc(/C=N/NC(=O)c2ccncc2)ccc1OC(C)=O
→ 8%, -1
42	Oc1cc2c(cc1CN1CCc3ccccc3C1)OCO2
→ ?, nt
43	Cc1cc(C(=O)Nc2nnc(C3CCCCC3)s2)cs1
→ i, -9
44	CCc1nnc(NS(=O)(=O)c2ccc(NC(=O)CCC(=O)OC)cc2)s1
→ ?, nt
45	CCOC(=O)c1cc2sc(C)cc2n1CC(=O)N(CC)CC
→ -19%, -17
46	Cc1nn(-c2ccc(N3CCCCC3)nn2)c(C)c1CCC(=O)Nc1ccc(F)c(F)c1
→ ?, nt
47	Cc1cc(C(C)(C)C)cc(C)c1COC(=O)CN1C(=O)NC2(CCCC2)C1=O
→ ?, nt
48	C[C@H](NC(=O)[C@H]1N2C(=O)c3ccccc3C2SC1(C)C)C(=O)N1CCN(C)CC1 (stereo not given in full)
→ ?, nt
49	Fc1ccc(C(CCNCc2cccs2)c2ccco2)cc1 (stereo not given)
→ 4%, 3
50	Cc1cc(Br)ccc1NC(=O)CN1C(=O)CCC1=O
→ ?, nt
51	CCN(CC)S(=O)(=O)c1ccc2c(c1)N(CC(=O)Nc1cccnc1Cl)C(=O)CO2
→ 3%, 8
52	Cc1cc(SC#N)cc(C)c1NC(=O)CCl
→ ?, nt
53	Nc1nnc(-c2cn(-c3ccccc3)nc2-c2ccc(Cl)cc2)o1
→ ?, nt
54	COc1ccc(Cc2noc(CN3CCCC(OCc4ccccn4)C3)n2)cc1OC (stereo not given)
→ 10%, 20
55	O=C(Cc1cccc(C(F)(F)F)c1)NCC(=O)Nc1cc(Cl)ccc1Cl
→ ?, nt
56	CC(C)CCn1c(N2CCCC2)nc2c1c(=O)[nH]c(=O)n2C
→ ?, nt
57	COc1cccc2cc(-c3nnc(SCC(=O)NCc4ccccc4)n3C)oc12
→ ?, nt
58	Cc1nc2sc(C)c(C)c2c(=O)o1
→ -19%, -7
59	Cc1onc(-c2c(Cl)cccc2Cl)c1C(=O)NCCN1CCOCC1
→ ?, nt
60	COc1ccccc1COC(=O)C(NC(=O)c1ccc(C)cc1)C(C)C (stereo not given)
→ ?, nt

# Single entries from above:
# COc1ccc(Cc2noc(CN3CCCC(OCc4ccccn4)C3)n2)cc1OC (stereo not given) in Lipid storage S3: 10%
# COc1cc(/C=N/NC(=O)c2ccncc2)ccc1OC(C)=O in Lipid storage S3: 8%

# Next section:
# Below each SMILES – Lipid storage S3, Lipid storage S3 cell count max
61	Cc1cc(NC(=O)CN2CCCCC2C)nc2c1c(=O)oc1ccccc12 (stereo not given)
→ -6%, -8
62	COCCCNC(=S)N1CCCN(c2nc3c(C)c(C)ccc3cc2C#N)CC1
→ -2%, -7
63	O=c1cc(CSc2ccc([N+](=O)[O-])cc2)nc2sccn12
→ 3%, 6
64	Cc1ccc(NC(=O)C(C)N2CCOCC2)c(C(=O)c2ccccc2)c1 (stereo not given)
→ 13%, -14
65	CCC(C)c1ccccc1O (stereo not given)
→ ?, nt
66	COc1cc(/C=C2/C(=O)NN(c3cccc(Cl)c3)C2=O)cc(Br)c1O
→ -11%, 10
67	COc1ccc(CCN(C)CCC(=O)Nc2ccc(C)cc2)cc1OC
→ ?, nt
68	O=C(NNS(=O)(=O)c1ccc(F)cc1)C1CC(c2cccnc2)=NO1 (stereo not given)
→ ?, nt
69	Cc1noc(/C=C/N(C)C)c1S(=O)(=O)N1CCCC(C(=O)NCc2ccc(F)cc2)C1 (stereo not given)
→ ?, nt
70	N/C(=N\OS(=O)(=O)c1ccc(Cl)cc1)c1ccccn1
→ -3%, -4
71	Cc1nnsc1C(=O)NNc1ccc(C(C)C)cc1
→ ?, nt
72	O=C(Nc1cnccn1)c1ccc(F)cc1Cl
→ 31%, 0
73	C#CC[N+]1(CC#Cc2ccccc2)CCOCC1
→ ?, nt
74	Cc1ccc(C(=O)NCCCNC(=O)c2ccccc2C)cn1
→ ?, nt
75	COc1ccc(-c2nc(CS(=O)(=O)CC(=O)NCc3cccc(Br)c3)c(C)o2)cc1
→ 13µM*, 10*
76	CCOC(=O)c1c(C)nc2sc3c(=O)n(-c4ccc(C)cc4)cnc3c2c1-c1ccc(OC)cc1
→ 25%, 3
77	COc1ccc(CN(C)C(=O)c2ccc(Cl)c(S(=O)(=O)NCc3cccnc3)c2)cc1F
→ ?, nt
78	CC(=O)c1ccc(OCCCC(=O)OCc2nnc(-c3ccc(Cl)cc3)o2)cc1
→ 4%, 2
79	Cc1cc(C)nc(SCCn2c(N3CC(C)OC(C)C3)nc3c2c(=O)n(C)c(=O)n3C)n1 (stereo not given)
→ ?, nt
80	CCNC(=S)N/N=C/c1cccc(OCc2c(F)cccc2Cl)c1
→ ?, nt
81	CCc1c(-c2ccccc2)nc2nc(C)c(C)nn12
→ ?, nt
82	FC(F)(F)c1cccc(Cn2c3[n+](c4ccc(C(F)(F)F)cc42)CCCCC3)c1
→ 22%, nt
83	CCC(C)C(NC(=O)C1CCC(C)CC1)C(=O)NC(CCSC)C(=O)OC (stereo not given)
→ ?, nt
84	Cc1cccc(NC(=O)NC2CCCc3ccccc32)c1 (stereo not given)
→ ?, nt
85	Cc1cc(OCC(=O)Nc2ccc(Br)cc2)cc2c1C(=O)CC(C)(C)O2
→ 9%, 6
86	COCC(=O)OC/C(O)=C(\C#N)c1nc2ccccc2[nH]1
→ ?, nt
87	O=C(c1cccc(S(=O)(=O)N2CCN(c3ccccc3)CC2)c1)N1CCN(c2ccccc2O)CC1
→ ?, nt
88	Cc1ccc(C(=O)C2CCN(CC(=O)NC3CCCCC3)CC2)cc1
→ ?, nt
89	OCCN(Cc1ccccc1)Cc1cccc(C(F)(F)F)c1
→ ?, nt
90	CCN(Cc1ccccc1)C(=O)c1c(-c2ccccc2Cl)noc1C
→ ?, nt
91	Cc1ccc(NC(=O)c2cc([N+](=O)[O-])ccc2Cl)c(O)c1
→ ?, nt
92	COc1ccc(Cl)cc1NC(=O)c1oc(C)nc1C
→ ?, nt
93	CN(CC(=O)N1CCCCC1)S(=O)(=O)c1ccc(Cl)cc1
→ ?, nt
94	Cc1[nH]n(-c2ccccc2)c(=O)c1C(C[N+](=O)[O-])c1ccc(Br)cc1 (stereo not given)
→ ?, nt
95	O=C(Nc1ccc(F)cc1)Nc1cccnc1Cl
→ -3%, 19
96	CC(=O)N(C)c1ccc(N=NC2C(=O)N(C(N)=S)N=C2C)cc1 (stereo not given)
→ ?, nt
97	C/C(=N\NC(=O)c1ccc2c(c1)OCCO2)c1ccccc1
→ -4%, nt
98	Cc1ccccc1OC(=O)CCC(=O)OCCCC(F)(F)C(F)(F)F
→ 29µM*, 10*
99	Cc1ccc(S(=O)(=O)N(C)C)cc1NC(=S)NC12CC3CC(CC(C3)C1)C2
→ -11%, -15
100	CCN(c1ccccc1)S(=O)(=O)c1cc(C(=O)Nc2ccc(Br)cc2)ccc1F
→ ?, nt
101	C=CCNC(=O)/C(C#N)=C\c1cc(Cl)c(O)c(OCC)c1
→ -22%, 2
102	CCCC(C)C(=O)Nc1cc([N+](=O)[O-])ccc1F (stereo not given)
→ ?, nt
103	Cc1cc(/C=C2/NC(=O)NC2=O)c(C)n1C
→ ?, nt
104	Cc1ccc(C)c(NC(=O)CSc2nnc(CCCCCNC(=O)OC(C)(C)C)o2)c1
→ ?, nt
105	O=C(Nc1ccccc1Cl)N1CCN(c2ccc3nnc(-c4ccccc4)n3n2)CC1
→ ?, nt
106	Cc1ccc(CN2C(=O)CCC2C(=O)N2CCN(c3ccc(F)cc3)CC2)cc1 (stereo not given)
→ -3%, 4
107	Cc1ccc(N2C(=O)N(c3ccc(C)cc3)C3CS(=O)(=O)CC32)cc1 (stereo not given)
→ ?, nt
108	Cc1[nH]c(=O)[nH]c(=O)c1S(=O)(=O)N1CCCC(C(=O)NCCC2=CCCCC2)C1 (stereo not given)
→ ?, nt
109	CCC(=O)c1ccc(OCC(O)CN2CCc3ccccc3C2)cc1 (stereo not given)
→ ?, nt
110	O=P(c1ccccc1)(c1ccccc1)C1CCCO1 (stereo not given)
→ ?, nt
111	COc1cccc(-c2csc(N3CCN(C(=S)Nc4ccccc4)CC3)n2)c1
→ 12%, -6
112	COc1ccc(N(CC(=O)Nc2ccc(Cl)cc2)S(=O)(=O)c2c(C)n[nH]c2C)cc1
→ i, -9
113	Cc1c(/N=C/c2ccco2)n(Cc2ccccc2)c2ccccc12
→ ?, nt
114	CCOc1ccc(N(CC(=O)NC(C)C)C(=O)CCC(=O)Nc2ccccn2)cc1
→ ?, nt

# One compound at a time (already shown). Screens in order: Lipid storage S3	Lipid storage S3 cell count max
# Cc1cc(/C=C2/NC(=O)NC2=O)c(C)n1C as listed: ?	nt
# Cc1ccc2cc(-c3noc(C4CCCO4)n3)c(=O)[nH]c2c1 (stereo not given) as listed: ?	nt
# COc1cccc2cc(-c3nnc(SCC(=O)NCc4ccccc4)n3C)oc12 as listed: ?	nt
# CCC(C)C(NC(=O)C1CCC(C)CC1)C(=O)NC(CCSC)C(=O)OC (stereo not given) as listed: ?	nt
